# BoNT-A LC inh2 = BoNT/A light chain protease inhibitors, primary screen, biochemical, flow cytometry, MLPCN library | AID 588499, 2011 | inhibition, % at 10 µM | hit rate 0.17% among 360,000 | multiplex microsphere protease substrate cleavage; further: plate controls were buffer without enzyme for full effect and enzyme alone for no effect
# Yp Topo-I inh = Yersinia pestis topoisomerase I inhibitors, primary screen, biochemical, cleavage product accumulation, plate reader, single point. activity, % at 10 µM. AID 504884, 2011. hit rate 0.064% among 360,000. Y. pestis Topo-I cleavage product accumulation. DNA topoisomerase I (Yersinia pestis CO92); in the data active means activity above about 50%, passing the limit was not always enough; inconclusive means no clear call, values can overlap the other calls; further: inactives centre near 2
# BH1578 lux ind = inducers of Vibrio cholerae quorum light production without autoinducers, primary screen, BH1578 luxS cqsA deficient, single point | V. cholerae BH1578 lux reporter, luminescence, 6 h | AID 588436, 2011 | hit rate 0.16% among 350,000 | activation, % at 18.7 µM; in the data active means activation mostly above about 9.7%, no sharp cut-off; inconclusive means no clear call, values can overlap the other calls; inactive means mostly below about 3.7%; further: not every result past the cut was called active; inactives centre near 0; reference of the scale not given here
# 3CLpro inhibitor = SARS-CoV 3CLpro protease inhibitors, primary screen, biochemical, quenched FRET | Replicase polyprotein 1ab (Severe acute respiratory syndrome coronavirus), P0C6X7 | recombinant SARS-CoV 3CLpro, quenched FRET peptide cleavage | inhibition, % at 6 µM | hit rate 0.14% among 290,000; in the data active means inhibition above about 12%
# CCHF vOTU inh = CCHFV vOTU protease inhibitors, primary screen, biochemical, Pep-AMC substrate, fluorescence; Crimean-Congo hemorrhagic fever virus L polyprotein viral ovarian tumor (vOTU) protease …; inhibition, % at 11.5 µM; hit rate 0.55% among 370,000; AID 651958, 2012; in the data active means inhibition above about 30%; further: 0% = vehicle wells with enzyme and 100% = no enzyme wells
# Anthrax LF prot = Bacillus anthracis LF protease inhibitors, primary screen, biochemical, multiplex microsphere, MLPCN library; inhibition, % at 10 µM; Lethal factor (Bacillus anthracis), P15917; AID 588501, 2011; multiplex microsphere protease cleavage assay; hit rate 0.12% among 360,000; further: plate controls were buffer without enzyme for full effect and enzyme alone for no effect
# PfHsp40 rescue = rescue of yeast from PfHsp40 toxicity, primary screen, S. cerevisiae, ATP luminescence; hit rate 0.68% among 340,000; AID 504582, 2011; growth rescue, % at 12.5 µM; S. cerevisiae expressing PfHsp40, growth rescue; in the data active means growth rescue above about 28%, passing the limit was not always enough; inconclusive means no clear call, values can overlap the other calls;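 further: yeast W303a lacking pdr1 and pdr3 grown in galactose medium; growth measured after three days at 30 °C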
# TcdB GH inh = TcdB glycohydrolase inhibitors, primary screen, biochemical, single point, plate reader. Toxin B (Clostridioides difficile), P18177. TcdB glycohydrolase enzymatic assay. inhibition, % at 9.99 µM. hit rate 0.24% among 350,000. AID 652162, 2013; in the data active means inhibition above about 10%
# SSB-PriA inh = inhibitors of Klebsiella pneumoniae PriA binding to SSB C-terminal tail, primary screen, biochemical, AlphaScreen; PriA–SSB C-terminal tail interaction (Klebsiella pneumoniae); inhibition, % at 33 µM; AID 1272365, 2023; AlphaScreen SSBct-PriA binding, biotinylated peptide; hit rate 0.6% among 430,000; in the data active means inhibition mostly above about 37%, no sharp cut-off; inactive means mostly below about 20%;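 further: plate controls were negative control peptide for no effect and reference peptide for full effect; strong numbers were not always called active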
# DUSP3 inh = VHR1 phosphatase inhibitors, primary screen, biochemical, absorbance, uHTS; recombinant VHR phosphatase, pNPP absorbance; inhibition, % at 13.3 µM; Dual specificity protein phosphatase 3 (Homo sapiens), P51452; hit rate 0.52% among 290,000; in the data active means inhibition above about 50%; further: some compounds called inactive have numbers as strong as hits
# * hit, by the source's call; i = inactive; ? = inconclusive; . = no result given; & = joins results of further samples. Unless noted, no stated cut-off is given here; in the data, active means inhibition above about 30%; inconclusive means no clear call, values can overlap the other calls; inactive means below that.
SMILES,BoNT-A LC inh2,Yp Topo-I inh,BH1578 lux ind,3CLpro inhibitor,CCHF vOTU inh,Anthrax LF prot,PfHsp40 rescue,TcdB GH inh,SSB-PriA inh,DUSP3 inh
O=C(O)c1c[nH]c2ccc(S(=O)(=O)N3CCOCC3)cc12,1.6,2.5,-1.7,-4.8,7.3,6.3,-0.7,.,-12.1,20.0
CCC[C@@H]1C[C@@H](C(=O)N[C@@H](C2O[C@H](SC)[C@H](O)[C@@H](O)[C@H]2O)[C@H](C)Cl)N(C)C1 (stereo not given in full),0.0,-4.2,-0.3,2.8,.,-4.5,.,.,6.2,-0.6
O=C(CCN1C(=O)C2CCCCC2C1=O)N1CCN(S(=O)(=O)c2c(F)cccc2F)CC1 (stereo not given),0.8,1.4,i,.,-4.2,-0.2,-2.1,0.9,-4.3,.
O=C(COC(=O)c1ccc(-c2ccc([N+](=O)[O-])cc2)o1)NC(=O)NC1CCCCC1,1.8,-10.2,-0.3,5.5,9.6,-0.3,3.4,0.4,9.6,4.7
Cn1c(=O)c2[nH]c(=S)n(Cc3ccccc3)c2n(C)c1=O,0.3,2.1,.,.,10.4,-0.9,-2.6,49.6*,-4.4,.
O=C(NCc1ccco1)C(=O)NCC1OCCN1S(=O)(=O)c1ccc(Cl)cc1 (stereo not given),-0.7,2.6,-0.2,0.9,-7.5,-2.4,-0.3,-1.8,-2.0,0.2
Cc1[nH]n(-c2ccc([N+](=O)[O-])cc2)c(=O)c1C=NCCc1ccc(S(N)(=O)=O)cc1,-0.4,2.8,i,-0.2,-5.1,-0.3,-2.2,-0.6,1.4,1.7
COc1ccccc1/C=N/NC(=O)c1ccc(C)nc1,-0.6,2.0,i,-2.4,3.1,21.3,-1.1,0.5,.,20.7
COc1ccc(-c2csc(N(CCCN(C)C)C(=O)c3ccccc3Cl)n2)cc1,-2.6,-4.7,i,-6.7,3.5,-12.7,-0.4,2.1,20.3,.
CC(=O)Nc1c(-c2ccccc2)nc2ncccn12,-0.1,2.8,-0.2,2.0,-66.3,-7.0,0.6,0.5,-32.5,25.0
N#CCCN(Cc1cccnc1)C(=O)Nc1ccc(Cl)c(Cl)c1,1.1,-1.0,-0.5,-0.6,4.1,1.8,-1.0,.,-13.4,12.7
COC(=O)[C@]12CCCCC=C1N(CCC1=CCCCC1)C(=O)[C@H](CC(=O)NCc1ccc(C)o1)C2,-0.5,.,.,.,6.9,6.3,.,1.0,.,.
CCn1c(NC(=O)C2CCCCC2)nc2ccccc21,-0.6,-0.9,-0.6,3.8,-10.1,-7.5,1.1,.,1.9,8.9
Cc1cc(C)cc(OCC(=O)OCc2cc([N+](=O)[O-])cc3c2OCOC3)c1,0.3,31.1,i,.,4.3,-6.8,2.6,8.7,-9.4,.
CCOC(=O)C(CC)(CC)C(=O)/C=C/c1ccc(Br)cc1,-0.6,40.8,i,7.3,-2.2,-7.4,7.2,.,-12.4,26.1
CCOC(=O)c1c(NC(=O)c2ccco2)n(C2CCCCC2)c2nc3ccccc3nc12,10.2,3.7,-0.1,3.2,11.8,4.1,0.7,.,17.4,21.3
COc1ccccc1OCC(=O)N/N=C1\CCc2ccccc21,0.7,0.8,i,-4.4,11.9,2.2,-0.4,.,.,10.5
CCSc1nnc(-c2cc(Br)ccc2N=Cc2c(C)[nH]n(-c3ccccc3)c2=O)c(=O)[nH]1,-1.1,5.7,i,2.0,2.0,2.7,-0.7,1.1,-10.3,8.2
CCCC(=O)Nc1ccc(C(N)=O)cc1,-1.2,-1.0,-0.3,1.8,-9.4,2.4,-1.1,-0.7,-9.8,-3.4
O=C1NC(O)(c2ccccc2)Oc2ccccc21 (stereo not given),0.5,4.9,-11.1,.,-5.3,2.1,-1.0,1.5,-15.6,.
COc1cccc(N2CC(C(=O)Nc3nnc(SCC(=O)NCC4CCCO4)s3)CC2=O)c1 (stereo not given),3.4,5.4,-1.0,4.4,-6.5,1.4,-0.7,-1.1,12.2,-13.9
O=C(NCc1ccc(F)cc1)c1ccc(CNc2c(N3CCOCC3)c(=O)c2=O)cc1,-0.1,-2.9,-0.5,-1.7,15.5,0.0,-0.9,0.6,-7.4,13.8
CCC(C)[C@H](NC(=O)c1cc2cc(Cl)ccc2n1C)C(=O)N1CCC(C(=O)O)CC1 (stereo not given in full),-0.3,5.9,0.8,4.1,-3.7,9.2,1.0,-0.3,-5.9,-7.6
CSCC[C@@H](C(=O)NCc1cccs1)N1Cc2ccccc2C1=O,0.2,0.3,0.2,1.9,1.1,-2.4,-0.2,0.9,-2.0,-18.5
Nn1c(SCC(=O)Nc2ccc(N3CCOCC3)cc2)nnc1-c1ccccc1F,-0.9,-1.3,i,.,-0.5,-7.3,0.2,-1.2,2.5,.
O=C(CN1C2=NCCN2c2ccccc21)c1ccc(Br)s1,2.3,1.5,i,1.8,-6.2,-0.4,-0.5,0.6,-10.7,1.0
C#CC(=O)N(c1cccc(OC)c1)C(C(=O)NC1CCCC1)c1cccs1 (stereo not given),-1.5,3.2,i,5.2,1.9,-1.6,1.5,1.0,-8.1,-0.8
CC1OC(Oc2ccc3ccc(=O)oc3c2-c2c(O)ccc3cc(Oc4ccc5ccc(=O)oc5c4)c(=O)oc23)C(O)C(O)C1O (stereo not given),-0.7,-3.6,i,2.2,1.9,-3.2,1.9,-0.1,-3.3,-11.0
Cc1ccc(NC(=O)CCn2cccc2)cc1F,-1.7,-6.3,i,1.0,-3.2,-4.5,1.1,.,-3.1,28.6
CCS(=O)(=O)N1CCN(C(=O)COc2ccc(-c3ccccc3)cc2)CC1,-0.2,20.5,i,-2.5,-8.8,-21.4,0.5,.,-21.1,38.9
COc1cccc(C(=O)NC(=S)Nc2ccc(N3CCCC3)cc2)c1,-0.2,1.1,0.0,-3.1,13.4,-9.0,0.5,.,79.6,23.1
Cc1ccc(-c2noc(CSc3nnc(-c4ccncc4)n3-c3ccc(F)cc3)n2)cc1,?,30.6,-2.2,-4.1,12.8,-1.6,0.5,.,14.4,-8.0
Cc1c(C(=O)N2CCOCC2)sc(NC(=O)c2ccccc2F)c1C#N,-1.8,7.9,-9.4,-4.4,2.6,4.8,-1.1,-0.1,2.8,11.8
O=C(NCCS(=O)(=O)N1CCN(c2ccccc2)CC1)c1ccc2c(c1)OCO2,-1.7,-4.2,-0.3,.,-7.1,-0.6,-0.5,1.2,-1.1,.
Cc1ccc(NS(=O)(=O)c2cccc3nsnc23)cc1[N+](=O)[O-],0.6,8.0,i,-5.9,5.6,4.4,0.6,2.8,6.3,-18.8
C/C(=N\NC(=O)c1ccc(OC2OCCOC2Oc2ccc(C(=O)N/N=C(\C)c3ccncc3)cc2)cc1)c1ccncc1 (stereo not given),-0.1,2.2,-0.8,-2.1,12.8,-3.1,-0.8,1.7,.,64.5

# Part of the list above in order of heavy-atom count, largest number first.
SMILES,BoNT-A LC inh2,Yp Topo-I inh,BH1578 lux ind,3CLpro inhibitor,CCHF vOTU inh,Anthrax LF prot,PfHsp40 rescue,TcdB GH inh,SSB-PriA inh,DUSP3 inh
CC1OC(Oc2ccc3ccc(=O)oc3c2-c2c(O)ccc3cc(Oc4ccc5ccc(=O)oc5c4)c(=O)oc23)C(O)C(O)C1O (stereo not given),-0.7,-3.6,i,2.2,1.9,-3.2,1.9,-0.1,-3.3,-11.0
C/C(=N\NC(=O)c1ccc(OC2OCCOC2Oc2ccc(C(=O)N/N=C(\C)c3ccncc3)cc2)cc1)c1ccncc1 (stereo not given),-0.1,2.2,-0.8,-2.1,12.8,-3.1,-0.8,1.7,.,64.5
Cc1ccc(-c2noc(CSc3nnc(-c4ccncc4)n3-c3ccc(F)cc3)n2)cc1,?,30.6,-2.2,-4.1,12.8,-1.6,0.5,.,14.4,-8.0
Nn1c(SCC(=O)Nc2ccc(N3CCOCC3)cc2)nnc1-c1ccccc1F,-0.9,-1.3,i,.,-0.5,-7.3,0.2,-1.2,2.5,.
C#CC(=O)N(c1cccc(OC)c1)C(C(=O)NC1CCCC1)c1cccs1 (stereo not given),-1.5,3.2,i,5.2,1.9,-1.6,1.5,1.0,-8.1,-0.8
Cc1c(C(=O)N2CCOCC2)sc(NC(=O)c2ccccc2F)c1C#N,-1.8,7.9,-9.4,-4.4,2.6,4.8,-1.1,-0.1,2.8,11.8
COc1cccc(C(=O)NC(=S)Nc2ccc(N3CCCC3)cc2)c1,-0.2,1.1,0.0,-3.1,13.4,-9.0,0.5,.,79.6,23.1
O=C(CN1C2=NCCN2c2ccccc21)c1ccc(Br)s1,2.3,1.5,i,1.8,-6.2,-0.4,-0.5,0.6,-10.7,1.0
Cc1ccc(NC(=O)CCn2cccc2)cc1F,-1.7,-6.3,i,1.0,-3.2,-4.5,1.1,.,-3.1,28.6

# (cont.)
SMILES,BoNT-A LC inh2,Yp Topo-I inh,BH1578 lux ind,3CLpro inhibitor,CCHF vOTU inh,Anthrax LF prot,PfHsp40 rescue,TcdB GH inh,SSB-PriA inh,DUSP3 inh
Cc1nnsc1Sc1ccccc1C(=O)O,-0.3,10.2,-0.5,3.3,6.2,1.2,-0.3,0.2,-6.0,-1.1
CCN1C[C@@H]2[C@@H]3C(=O)N(C)C(=O)[C@@H]3[C@](CC)(C1=O)N2C(=O)c1ccc(C)cc1,-0.5,1.8,-0.5,.,-5.4,-5.4,0.1,0.3,-3.0,.
COCCN(C(=O)Cc1cccs1)C(C(=O)NCc1ccc(OC)cc1)c1ccc(C)cc1 (stereo not given),-0.5,30.9,-1.1,-3.2,3.5,0.3,0.8,.,1.9,1.8
CC(C)(C)c1ccc(OCCC(=O)Nc2cccc(S(=O)(=O)N3CCOCC3)c2)cc1,1.0,15.5,i,5.6,15.7,-3.6,1.5,-1.1,-8.9,20.8
C/C=C/c1ccc2c(c1)O[C@H](CN(C)CC1CCOCC1)[C@@H](C)CN([C@H](C)CO)S2(=O)=O,0.1,8.8,-0.3,.,18.2,-3.3,.,0.4&-0.2&-0.2,.,.
CCCCn1c(-c2ccc(OC(F)F)cc2)nc2c1c(=O)[nH]c(=O)n2CC(C)C,0.3,14.5,i,-0.5,2.8,-11.0,-1.1,0.1,-11.8,-22.0
O=C(C1=C(O)C(=O)N(CCN2CCOCC2)C1c1ccncc1)c1ccco1 (stereo not given),0.9,-5.3,.,-1.1,-2.5,1.4,-2.0,.,-11.8,12.0
Cc1ccn2c(C(=O)N/N=C\c3ccc4c(c3)OCO4)c(C)nc2c1,0.1,-9.1,i,-1.7,8.8,0.3,-0.2,.,.,-8.9

# Screens: PubChem, several laboratories

# Not all compounds are listed. The share of hits here may be higher or lower than overall.
